# Source: PubChem BioAssay
# sPLA2-III inh: human group III sPLA2 inhibitors, primary screen, biochemical, QFRET, BODIPY PC-A2 liposome substrate | Group 3 secretory phospholipase A2 (Homo sapiens), Q9NZ20 | QFRET BODIPY PC-A2 liposome hydrolysis, fluorescence | inhibition, % at 12.2 µM | hit rate 0.56% among 370,000;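 active = inhibition above mean plus 3 SD of compounds lying within the high and low control bounds, cut at about 19% in these data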;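 also: 0% = median of test compound wells and 100% = no enzyme DMSO wells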
# Target sequence (Q9NZ20 whole entry, looked up): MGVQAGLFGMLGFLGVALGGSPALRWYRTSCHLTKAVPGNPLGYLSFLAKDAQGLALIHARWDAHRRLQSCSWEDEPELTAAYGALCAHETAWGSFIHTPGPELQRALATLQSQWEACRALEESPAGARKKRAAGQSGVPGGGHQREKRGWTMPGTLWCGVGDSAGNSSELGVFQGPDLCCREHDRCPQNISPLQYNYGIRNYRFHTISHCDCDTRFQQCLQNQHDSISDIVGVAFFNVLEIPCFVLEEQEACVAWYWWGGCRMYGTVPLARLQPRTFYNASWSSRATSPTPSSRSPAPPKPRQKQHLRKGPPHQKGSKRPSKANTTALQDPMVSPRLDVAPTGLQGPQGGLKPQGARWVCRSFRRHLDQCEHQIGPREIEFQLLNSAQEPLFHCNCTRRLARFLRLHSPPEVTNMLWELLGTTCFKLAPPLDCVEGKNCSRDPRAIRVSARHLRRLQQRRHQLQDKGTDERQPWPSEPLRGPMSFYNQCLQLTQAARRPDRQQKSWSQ
# hcDAF-12 act: H. contortus DAF-12 nuclear receptor activators, primary screen, cell-based, luminescence, HEK293, lit1-tk-luc reporter. activation, % at 6.8 µM. AID 652067, 2013. HEK293 hcDAF-12 lit1-tk-luc reporter; 0% DMSO, 100% Δ7-dafachronic acid. hit rate 1.4% among 370,000;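 active = activation above the mean of all tested compounds plus 3 SD, cut at about 5.5% in these data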;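 also: 100% = response to 3 µM Δ7-dafachronic acid high control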
# ADAM10 inh: human ADAM10 inhibitors, primary screen, biochemical, QFRET, HTS; AID 720582, 2013; inhibition, % at 7 µM; Disintegrin and metalloproteinase domain-containing protein 10 (Homo sapiens), O14672; hit rate 0.62% among 370,000; recombinant ADAM10, EDANS/DABCYL FRET peptide cleavage, 3 h;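 active = inhibition above a per-campaign cutoff equal to the mean of compounds falling between control-based bounds plus 3 SD, cut at about 20% in these data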;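 also: 0% = DMSO wells while the 100% control is not disclosed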
# FXN GAA850 act: FXN promoter activators, primary screen, cell-based, luciferase luminescence, HEK293 lucGAA850 | hit rate 0.56% among 360,000 | activation, % at 6 µM | AID 540364, 2011 | HEK293 lucGAA850 FXN promoter luciferase reporter, 24 h; percent of 10 µM SAHA response;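 active = activation above the average of all compounds screened plus 3 SD, cutoff fixed separately per campaign, cut at about 7.5% in these data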;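 also: 0% = DMSO wells and 100% = 10 µM SAHA wells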
# NPR2 activator: human GC-B receptor activators, primary screen, HEK293 GC-B cells, cGMP TR-FRET, EC30 CNP | Atrial natriuretic peptide receptor 2 (Homo sapiens), P20594 | 0% at EC30 CNP, 100% saturating CNP | activation, % at 10 µM | hit rate 0.11% among 370,000;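 active = activation at 10 µM reaching about 35% in either raw or pattern-adjusted values, limit read from the data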
# NPR1 activator: GC-A stimulated cGMP production enhancers – HEK293 GC-A cells, cGMP TR-FRET, EC30 ANP, primary screen; Atrial natriuretic peptide receptor 1 (Homo sapiens), P16066; 0% at EC30 ANP, 100% saturating ANP; activation, % at 10 µM; hit rate 0.14% among 370,000; in the data active = activation above about 40%
# SMARCA2 act: SMARCA2 (BRM) function activators, primary screen, cell-based, luminescence, high throughput; MG213 cells, MMTV-luciferase reporter, dexamethasone, overnight; activation, % at 9.1 µM; hit rate 1% among 370,000; in the data active = activation above about 7.8%;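 also: 0% = vehicle wells and 100% = reference activator wells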
# hgDAF-12 ag: H. glycines DAF-12 receptor agonists, primary screen, cell-based, luminescence, HEK293, GAL4 fusion, UAS-luciferase; Nuclear hormone receptor DAF-12 (Heterodera glycines), GAL4 fusion; HEK293 GAL4-hgDAF12 UAS-luciferase reporter, agonist luminescence; normalized to butyrate control; activation, % at 6.8 µM; AID 687014, 2013; hit rate 1.8% among 370,000;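 active = activation above a cutoff set at the mean of all screened compounds plus 3 SD, cut at about 10% in these data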;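 also: 0% = DMSO wells and 100% = sodium butyrate wells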
# DAX1 inh-1: DAX1 (NR0B1) inhibitors on StAR promoter, primary screen, cell-based, luminescence, SF-1 (NR5A1), full-length DAX-1; HEK293T StAR-luciferase reporter, SF-1/DAX-1 repression relief; inhibition, % at 6.8 µM; hit rate 1.1% among 370,000; AID 652010, 2013;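 active = inhibition above the mean over all tested compounds plus 3 SD, cut at about 3.6% in these data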;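 also: 0% = DAX-1 cells with DMSO and 100% = cells lacking DAX-1 with DMSO; higher inhibition means more luminescence from relief of DAX-1 repression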
# ssDAF12 agonist: S. stercoralis DAF-12 nuclear receptor activators, primary screen, cell-based, luminescence, HEK293, GRIP1 co-expression, lit1-tk-luc | Nuclear hormone receptor DAF-12 (Strongyloides stercoralis) | HEK293 ssDAF-12/GRIP1 lit1-tk-luc reporter; % of 3 µM dafachronic acid response | activation, % at 6.8 µM | hit rate 1% among 370,000 | AID 652126, 2013;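 active = activation above the mean over all tested compounds plus 3 SD, cut at about 0.9% in these data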;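 also: 0% = DMSO-only wells and 100% = 3 µM delta7-dafachronic acid wells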
# DAX1 inh-2: DAX1 (NR0B1) inhibitors, primary screen, cell-based, HEK293, Gal4-DAX1, luciferase luminescence. HEK293 Gal4-DAX1 luciferase reporter. inhibition, % at 6.75 µM. hit rate 0.99% among 340,000. AID 504766, 2011;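 active = inhibition above the mean over all tested compounds plus 3 SD, cut at about 4.2% in these data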;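 also: 0% = DAX1-transfected cells with DMSO and 100% = empty-vector control cells with DMSO; inhibition shows as a rise in luminescence from relieved DAX1 repression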
# Target sequence (P51843 207-470 limits assumed): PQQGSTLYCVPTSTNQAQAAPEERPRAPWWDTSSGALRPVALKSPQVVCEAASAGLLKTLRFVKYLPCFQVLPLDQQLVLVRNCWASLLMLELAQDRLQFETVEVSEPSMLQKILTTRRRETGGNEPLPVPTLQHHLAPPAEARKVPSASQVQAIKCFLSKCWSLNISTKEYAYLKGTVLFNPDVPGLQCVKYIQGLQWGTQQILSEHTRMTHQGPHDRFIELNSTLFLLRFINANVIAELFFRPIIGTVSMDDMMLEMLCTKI
# Numbers without * were called inactive; i = inactive; nt = no result given.
SMILES,sPLA2-III inh,hcDAF-12 act,ADAM10 inh,FXN GAA850 act,NPR2 activator,NPR1 activator,SMARCA2 act,hgDAF-12 ag,DAX1 inh-1,ssDAF12 agonist,DAX1 inh-2
O=c1[nH]cnc2c1c(-c1ccccc1)cn2-c1ccc(F)cc1,1,-3.3,5,8.4*,-4,-7,-4,-2.9,-0.8,-1.6,-2.0
COc1cccc(NC(=O)C(OC(=O)c2ccc([N+](=O)[O-])o2)c2ccccc2)c1 (centres undefined),-12,-0.1,10,0.6,-13,-26,1,3.5,0.0,-0.5,-0.6
O=C1CCC(=O)N1c1ccc(S(=O)(=O)Nc2cccc([N+](=O)[O-])c2)cc1,-4,-0.7,-9,-0.2,1,4,-1,1.5,0.8,-1.3,-0.4
Cc1ccc(CNS(=O)(=O)c2ccc(-n3cccn3)cc2)cc1,-3,-2.1,11,1.1,2,0,-2,2.6,0.2,-1.7,0.2
CSc1nnc(NC(=O)c2cccc(S(=O)(=O)N3CCOCC3)c2)s1,5,1.0,-6,0.2,-1,-1,0,0.6,0.2,-1.0,1.1
Cc1cc(=O)[nH]c(N2CCCC2)n1,10,-0.8,7,-3.6,-2,-6,-1,0.7,0.6,-0.4,1.3
Cc1ccc(Oc2ccc(Cl)cc2NC(=O)c2ccc(F)cc2F)cc1,-2,1.8,3,2.2,-11,-2,-1,1.9,0.6,-0.7,6.0*
Cc1nnc(NC(=O)CSc2nc3ccccc3o2)s1,0,-1.2,4,-0.9,0,2,-3,-0.4,-0.3,-1.3,0.2
CCc1ccc(NC(=O)C(C)Sc2nc(-c3ccco3)c(C#N)c(=O)[nH]2)cc1 (centres undefined),-24,-1.4,5,-0.1,6,-6,-3,1.1,-0.2,-1.4,0.1
COc1ccccc1-c1cccc([C@@H]2C[C@H]3[C@H](CON3C)CN2Cc2ccccc2)c1,-7,-0.2,3,0.7,-17,-20,-2,0.7,-1.0,-1.1,0.5
COc1ccc(C(NC(=O)CN2C(=O)NC3(CCc4ccccc43)C2=O)c2ccc(OC)cc2)cc1 (centres undefined),-16,-0.7,4,-1.5,2,2,-2,-0.3,-2.9,-0.9,-0.9
COc1ccc(NC(=O)Nc2ncccc2C)cc1,-7,0.4,-3,4.6,0,0,1,8.6,0.1,0.1,0.8
COc1cc(/C=C2\C(=O)N(c3ccccc3)N=C2C)ccc1Oc1ccc([N+](=O)[O-])cc1[N+](=O)[O-],6,1.4,5,3.9,3,4,1,1.0,-0.4,-0.8,-0.7
COc1cc(OC)cc(C(=O)NC(C)CCc2ccccc2)c1 (centres undefined),3,-0.5,4,0.4,-2,-2,-2,-0.7,0.1,-1.1,-0.8
CCOc1ccc(CN2CCN(Cc3cccc4nonc34)CC2CCO)cc1 (centres undefined),-7,0.9,5,0.9,1,1,0,-0.5,0.8,-0.8,3.2
COc1ccc(S(=O)(=O)N(C)c2ccc(C(=O)NC3CC3)cc2)cc1,3,-2.0,4,-0.6,5,2,2,-0.1,1.3,-1.2,1.7
C/C(=N\NC(=S)NCc1ccccc1)c1ccccc1,15,1.1,10,3.4,5,0,2,7.0,-0.1,-0.9,3.0
CNC(C#Cc1ccccc1)c1ccccc1C(F)(F)F (centres undefined),0,-1.6,5,nt,-8,-1,nt,0.5,nt,-0.7,nt
O=C1CCCCC1(O)Cc1ccc2c(c1)OCO2 (centres undefined),3,-1.5,-14,-0.4,3,0,0,-0.7,0.6,-0.7,-0.1
CCOC(=O)C1CCC2(CC1)C(C#N)=C(N)Oc1n[nH]c(C)c12 (centres undefined),-3,0.4,5,0.4,-3,-3,-1,-0.6,-0.6,-0.6,0.8
Cc1cc(C)c(C)c(S(=O)(=O)N2CCN(c3ccc(O)cc3)CC2)c1C,-11,-1.1,17,-1.8,-1,-2,2,-5.3,-1.8,-1.8,-3.8
O=C(Nc1ccc(F)cc1)c1oc2ccccc2c1NC(=O)C1CC1,3,-1.1,7,-1.4,-2,10,-3,-0.3,-4.5,-1.5,0.0
COc1ccc(CN(C)C(=O)COC(=O)c2c(-c3ccccc3Cl)noc2C)cc1,-13,-1.2,1,1.3,-12,-7,0,-4.7,-1.7,-1.9,0.2
CN(CC(=O)O)S(=O)(=O)c1ccc2oc3ccccc3c2c1,8,-2.6,4,2.6,2,1,1,1.1,0.1,0.6,-1.5
O=C(Cc1cccs1)NCc1ccco1,8,-1.4,2,0.1,-5,4,-2,-1.6,-0.9,-1.1,0.7
Cc1cc(Br)cn2c(Cc3ccsc3)c(-c3ccccc3)nc12,-1,-0.4,-15,nt,0,-1,-1,1.1,0.7,-0.4,nt
CC1=C(C(=O)OCC(Cl)(Cl)Cl)N2C(=O)C(NC(=O)Cc3ccccc3)C2SC1 (centres undefined),-12,-1.8,3,1.6,8,5,-3,0.9,0.1,-0.9,1.1
COc1cc(/C=N/NC(=O)c2cccc3ccccc23)cc(OC)c1O,-3,-1.3,1,1.4,7,-2,-2,0.4,-0.6,-1.1,0.6
CCOc1ccc(C(=O)NC2CCN(C(=S)Nc3ccccc3C)CC2)cc1,0,-0.3,0,-1.5,-2,-3,-3,0.2,1.6,-0.6,2.0
COc1ccc(CNC(=O)C2(CC3CC(c4ccccc4)=NO3)CCN(C(=O)CCCCCBr)CC2)cc1 (centres undefined),-5,0.1,6,0.5,5,-2,4,-0.5,0.6,-0.9,-0.8
Cc1cc(C)c(S(=O)(=O)NCc2ccc3c(c2)cc(C)n3C)c(C)c1,10,-1.4,-9,-2.6,-2,1,-2,4.0,-0.4,-1.1,1.1
CC1=C(C(=O)N2CCOCC2)CC(CC(=O)NCCCCc2ccccc2)C(=O)N1Cc1ccc(C(C)(C)C)cc1 (centres undefined),-23,-1.0,-4,-1.4,2,-4,-1,-2.3,-1.9,-1.0,0.3
CC(C)(C)c1ccc2c(c1)C(=O)c1ccccc1C2=O,10,11*,5,7.9*,-7,-9,4,20*,4.4*,-0.3,4.2
Cc1c(Cl)cccc1NC(=O)CC1SC(=NCC2CCCO2)NC1=O (centres undefined),9,-1.4,-4,1.0,0,-1,-3,1.0,-0.2,-0.8,0.7
Cc1cc(-c2nc3ncccc3o2)ccc1NC(=O)CC(C)C,10,2.5,i,1.5,6,14,2,2.3,3.9*,-1.3,-0.5
CC(=O)Nc1cccc(NC(=O)Nc2cccc(Cl)c2C)c1,-1,-1.3,-3,-1.2,7,3,-1,-2.9,-0.5,-1.6,0.4
COc1cccc(C(=O)NCCSc2ccc(Br)cc2)c1,-9,-1.0,2,2.1,-12,-4,-1,1.2,-0.8,-1.0,0.8
CCOC(=O)N1CCc2c(sc3nc[nH]c(=O)c23)C1,16,-0.8,-30,3.1,3,2,-2,-3.1,0.0,-1.2,0.4
O=C(O)CCn1nnc2ccccc21,0,-0.1,-10,1.4,-1,-2,-3,-0.5,0.8,-1.6,2.3
Cc1cc(=O)[nH]n(CCO)c1=O,7,1.1,-6,0.1,6,1,-3,-0.3,-0.1,-1.2,-1.7
COc1cccc(NC(=O)CSc2ccc(-c3sc(C)nc3C)nn2)c1,-2,-4.0,-14,2.7,-3,5,-1,-3.5,-4.9,-1.0,-0.8
O=C1c2ccccc2C(Nc2ccc3nc(-c4cccnc4)[nH]c3c2)N1Cc1ccco1 (centres undefined),-7,-2.8,-29,-2.1,-1,2,2,-4.5,0.5,-1.8,0.8
Cc1ccccc1N1C(=O)CC(c2c[nH]c3ccccc23)C1=O (centres undefined),-18,3.3,-1,-0.4,0,-1,0,0.5,0.1,0.2,1.0
CCn1c(C)cc(C=C2C(=O)c3ccccc3C2=O)c1C,-3,17*,4,1.4,-10,14,7,18*,5.6*,4.4*,0.8
O=C(NC(=S)N1CCN(c2ccc([N+](=O)[O-])cc2Cl)CC1)c1ccco1,8,0.0,-10,0.0,-5,-3,-1,0.9,-0.2,-1.4,0.4
O=S(=O)(Nc1ccc(Cl)cc1NS(=O)(=O)c1ccccc1)c1ccccc1,-64,-0.7,18,-0.3,3,-8,-6,1.5,-0.7,-1.5,-0.8
O=C1CCC(C(=O)OCc2cc(Cl)ccc2OC(F)F)N1 (centres undefined),1,0.6,3,-1.8,3,-2,2,1.0,0.3,-0.5,-0.6
Cc1ccccc1CSc1nnc(NC(=O)Cc2cccs2)s1,-15,1.1,-1,3.1,5,2,-3,0.0,0.7,-1.7,-1.1
CCC(=O)N1CCN(c2ccc(NC(=O)c3ccccc3)cc2)CC1,4,1.4,3,4.8,1,-2,1,3.3,-0.1,-1.0,1.5
CCOC(=O)C1CCCN(Cc2cccs2)C1 (centres undefined),4,-2.4,-2,-3.3,0,8,-4,-3.1,0.5,-1.6,0.2

# Additional results
SMILES,sPLA2-III inh,hcDAF-12 act,ADAM10 inh,FXN GAA850 act,NPR2 activator,NPR1 activator,SMARCA2 act,hgDAF-12 ag,DAX1 inh-1,ssDAF12 agonist,DAX1 inh-2
O=C(Cc1ccccc1[N+](=O)[O-])NNC(=O)Nc1ccc2c(c1)OCO2,-6,-0.7,4,-0.2,-1,3,-2,0.7,-1.0,-0.8,0.6
COc1ccc(NC(=S)Nc2ccccc2Cl)cn1,0,0.1,1,1.3,-1,0,-2,5.4,1.0,-1.1,-0.3
COc1cc(C(=O)NCc2nnc(SCC(=O)NCc3ccco3)o2)cc(OC)c1OC,4,-2.0,-6,0.8,5,3,-2,1.2,-0.9,-1.0,-0.4
Cc1ccc(NC(=O)c2cccc(S(=O)(=O)N(C)C3CCCCC3)c2)nc1,-4,1.0,0,1.3,-1,-1,-2,-2.9,-1.7,-0.7,-2.1
CC1CCCC(C)N1C(=O)CSc1nnnn1-c1cccc2c1CCCC2 (centres undefined),-3,0.2,-1,-1.1,-2,-2,0,2.1,-0.4,-0.8,-0.6
